Pf apPOL inh – Pf-apPOL DNA polymerase inhibition; 0.25% of 210,000 active; Recombinant Pf-apPOL, molecular beacon fluorescence, 1.5 h; inhibition, % at 10 µM
mHTT CaM bind – disrupts binding of mutant huntingtin to calmodulin | 3.6% of 190,000 active | AlphaScreen His-mHTT/GST-CaM binding, luminescence | AID 1671202 | P42858 | inhibition, % at 15 µM;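 further: 0% = both proteins with DMSO and 100% = one protein alone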
Target sequence (P42858 whole entry, looked up, stated change not applied): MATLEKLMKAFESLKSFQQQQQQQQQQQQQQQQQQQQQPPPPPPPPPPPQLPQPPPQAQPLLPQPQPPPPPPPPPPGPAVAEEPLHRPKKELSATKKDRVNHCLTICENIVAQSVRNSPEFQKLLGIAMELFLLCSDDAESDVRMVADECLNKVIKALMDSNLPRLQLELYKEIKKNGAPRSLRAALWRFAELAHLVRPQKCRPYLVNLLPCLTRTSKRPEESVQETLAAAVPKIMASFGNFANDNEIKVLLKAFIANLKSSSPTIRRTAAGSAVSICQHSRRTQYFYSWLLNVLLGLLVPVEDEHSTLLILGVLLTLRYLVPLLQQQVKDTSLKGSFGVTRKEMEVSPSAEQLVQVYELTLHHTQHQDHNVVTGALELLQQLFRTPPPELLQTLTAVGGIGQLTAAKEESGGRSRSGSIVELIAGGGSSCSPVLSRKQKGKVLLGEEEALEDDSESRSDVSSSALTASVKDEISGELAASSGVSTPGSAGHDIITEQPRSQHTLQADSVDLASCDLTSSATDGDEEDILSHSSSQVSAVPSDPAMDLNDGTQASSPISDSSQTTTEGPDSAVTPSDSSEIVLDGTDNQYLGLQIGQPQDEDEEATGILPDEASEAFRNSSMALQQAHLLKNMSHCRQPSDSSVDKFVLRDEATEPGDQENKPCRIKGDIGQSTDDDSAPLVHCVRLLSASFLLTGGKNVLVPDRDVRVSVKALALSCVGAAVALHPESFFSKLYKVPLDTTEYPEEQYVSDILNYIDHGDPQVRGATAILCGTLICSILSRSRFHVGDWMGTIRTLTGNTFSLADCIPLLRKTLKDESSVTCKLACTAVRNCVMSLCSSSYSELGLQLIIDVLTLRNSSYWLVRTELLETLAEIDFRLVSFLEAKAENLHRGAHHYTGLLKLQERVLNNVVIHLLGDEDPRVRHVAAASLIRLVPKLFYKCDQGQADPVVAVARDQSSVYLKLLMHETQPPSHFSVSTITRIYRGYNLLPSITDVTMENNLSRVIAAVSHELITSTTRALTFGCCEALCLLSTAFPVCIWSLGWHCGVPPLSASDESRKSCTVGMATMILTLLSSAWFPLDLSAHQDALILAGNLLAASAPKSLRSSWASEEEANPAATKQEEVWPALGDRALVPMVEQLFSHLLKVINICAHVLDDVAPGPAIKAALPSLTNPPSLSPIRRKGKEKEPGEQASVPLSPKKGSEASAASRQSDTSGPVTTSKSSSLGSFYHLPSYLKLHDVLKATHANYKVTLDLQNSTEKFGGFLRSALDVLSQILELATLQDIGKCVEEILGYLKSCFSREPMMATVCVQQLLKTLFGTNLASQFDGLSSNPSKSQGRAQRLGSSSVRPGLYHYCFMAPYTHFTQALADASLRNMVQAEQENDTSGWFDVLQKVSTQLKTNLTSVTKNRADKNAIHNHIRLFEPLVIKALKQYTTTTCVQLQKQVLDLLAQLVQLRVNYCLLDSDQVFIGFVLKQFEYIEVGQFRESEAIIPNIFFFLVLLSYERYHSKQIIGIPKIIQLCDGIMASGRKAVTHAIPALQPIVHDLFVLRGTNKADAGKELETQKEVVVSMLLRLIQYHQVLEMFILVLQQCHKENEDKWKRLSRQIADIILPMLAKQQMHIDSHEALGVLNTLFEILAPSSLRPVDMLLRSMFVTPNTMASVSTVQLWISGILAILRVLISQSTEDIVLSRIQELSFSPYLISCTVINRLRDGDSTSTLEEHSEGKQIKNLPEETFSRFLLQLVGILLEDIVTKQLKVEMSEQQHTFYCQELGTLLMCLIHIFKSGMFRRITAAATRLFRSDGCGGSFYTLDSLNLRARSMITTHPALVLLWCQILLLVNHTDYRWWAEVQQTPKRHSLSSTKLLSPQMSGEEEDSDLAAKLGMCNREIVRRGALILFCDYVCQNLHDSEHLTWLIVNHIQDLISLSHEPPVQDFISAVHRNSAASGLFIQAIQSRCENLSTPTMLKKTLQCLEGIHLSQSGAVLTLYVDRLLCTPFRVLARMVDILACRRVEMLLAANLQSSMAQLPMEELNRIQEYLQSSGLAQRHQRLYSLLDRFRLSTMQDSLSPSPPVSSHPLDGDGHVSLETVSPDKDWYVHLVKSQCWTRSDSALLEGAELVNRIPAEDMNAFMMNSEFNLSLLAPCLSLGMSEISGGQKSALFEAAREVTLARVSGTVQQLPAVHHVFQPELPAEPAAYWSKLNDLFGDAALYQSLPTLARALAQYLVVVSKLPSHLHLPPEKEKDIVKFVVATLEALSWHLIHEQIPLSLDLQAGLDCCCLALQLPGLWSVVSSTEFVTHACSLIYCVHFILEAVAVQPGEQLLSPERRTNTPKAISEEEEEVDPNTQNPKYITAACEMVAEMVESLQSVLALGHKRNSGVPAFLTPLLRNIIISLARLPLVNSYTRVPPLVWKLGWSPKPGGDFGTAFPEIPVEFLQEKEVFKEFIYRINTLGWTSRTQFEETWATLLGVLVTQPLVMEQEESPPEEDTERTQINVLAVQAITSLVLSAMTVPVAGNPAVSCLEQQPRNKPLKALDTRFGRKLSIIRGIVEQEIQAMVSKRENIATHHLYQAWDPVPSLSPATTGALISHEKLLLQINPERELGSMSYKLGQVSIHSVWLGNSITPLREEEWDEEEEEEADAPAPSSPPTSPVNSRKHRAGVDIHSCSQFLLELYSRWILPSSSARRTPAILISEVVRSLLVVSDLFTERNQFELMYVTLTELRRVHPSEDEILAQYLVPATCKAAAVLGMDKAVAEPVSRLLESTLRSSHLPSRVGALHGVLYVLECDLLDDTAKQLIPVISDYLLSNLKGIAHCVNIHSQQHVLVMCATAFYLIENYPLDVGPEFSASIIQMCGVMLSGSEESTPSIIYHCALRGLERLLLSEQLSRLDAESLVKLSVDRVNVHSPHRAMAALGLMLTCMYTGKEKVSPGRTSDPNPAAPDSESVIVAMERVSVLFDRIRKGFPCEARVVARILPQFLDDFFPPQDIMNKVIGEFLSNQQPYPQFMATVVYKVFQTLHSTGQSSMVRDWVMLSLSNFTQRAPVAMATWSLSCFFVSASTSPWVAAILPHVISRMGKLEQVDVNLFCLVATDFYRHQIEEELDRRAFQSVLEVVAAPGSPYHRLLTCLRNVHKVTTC
* marks the source's active call; other numbers are inactive results; x = not tested or not shown; & = joins results of further samples. No stated cut-off is given here; in the data, active means inhibition above about 50%; inactive means the rest.

Order of values: Pf apPOL inh, mHTT CaM bind
- CC(=O)c1cccc(NC(=O)c2ccc(C)o2)c1
→ -1, 0
- Cc1nn(-c2ccccc2)c(C)c1CCC(=O)NCCN(C)C
→ -8, -10
- Cc1ccc(SC(=C(Cl)Cl)/C(=C2/OCCS2)[N+](=O)[O-])cc1
→ -11, 27
- Nc1nc(-c2cccs2)c(NC(=O)c2ccccc2)s1
→ -4, 13
- Cc1cc2c(c(=O)o1)C(c1ccc(Cl)c(Cl)c1)C(C#N)=C(N)O2 (stereo not given)
→ -9, 0
- CCOc1cc(/C=C2\NC(=O)N(CC(=O)Nc3cccc(C)c3)C2=O)ccc1OC
→ -1, -2
- CCOc1ccc(C(=O)N2CCCC(OCc3nc(C)no3)C2)cc1 (stereo not given)
→ -4, -11
- NNC(=O)Cn1c(-c2ccccc2)cc(=O)n2ncnc12
→ -3, x
- O=C(Nc1cccc(Cl)c1)c1nn2c(C(F)(F)F)cc(-c3ccco3)nc2c1Cl
→ -3, -1
- O=C1N=C2C=CC=CN2C(=O)C1Cc1ccccc1 (stereo not given)
→ -4, -1
- Oc1ccc(C2CC(c3ccccc3O)=NN2)cc1 (stereo not given)
→ -1&3, 96*
- CC1=NN(C(=O)c2ccccc2Br)C(O)(c2ccc(Cl)cc2)C1 (stereo not given)
→ -2, 1
- COc1cc(OC)c(C=O)cc1Br
→ -4, -5
- CCc1ccc(NC(=O)c2ccc3c(c2)N(S(C)(=O)=O)CC3)cc1
→ -1, -3
- COc1ccc(C(=O)N2CCC(C(=O)Nc3ccc(F)c(Cl)c3)CC2)cc1
→ 1, 4

Order of values: Pf apPOL inh, mHTT CaM bind
- O=C(/C=C/c1nc2ccccc2[nH]1)NC(=O)c1ccccc1O
→ -3, 7
- Cc1ccc(C(=O)N2CCN(c3ccccc3C)C(=O)C2C)cc1 (stereo not given)
→ -11, -11
- CCCN1CCC(=O)N(CCSc2ccccc2)CC1
→ -2, -3
- CC1(C)OC(=O)C(=Cc2ccc(Cl)cc2Cl)C(=O)O1
→ -1, 12
- Cc1cccc(NC(=O)N2CCc3nc(-c4ccc(F)cc4)ncc3C2)c1
→ 0, -6
- Cc1ccc(-c2nc3ccccc3o2)cc1NC(=O)c1ccc(C)c([N+](=O)[O-])c1
→ -11, -1
- CCNS(=O)(=O)c1ccc(OC)c(C(=O)NC2CC(C)(C)NC(C)(C)C2)c1
→ 0, -13
- O=c1[nH]c2ccc(Br)cc2c(-c2ccccc2)c1C1=NOC(c2ccccc2)C1 (stereo not given)
→ 0, 15
- CCOc1ccc(NC(=O)Cc2ccc(F)cc2)cc1
→ -8, 0
- O=C(NCCc1ccccc1)[C@@H]1CC=C[C@@H]2CCN(C3CCCCC3)C(=O)[C@@H]21
→ -7, 10
- FC(F)(F)c1ccc2c(c1)nc1ccccn12
→ x, -6
- COCCCNC(=O)CCS(=O)(=O)Cc1ccc(Cl)cc1
→ -17, 2
- CCSC1=N/C(=C\c2c(OC)cc(OC)cc2OC)C(=O)S1
→ -81, 43
- CCc1cccc(C)c1NC(=O)c1cc(S(=O)(=O)NCc2ccc(F)cc2)ccc1F
→ 38, 5
- O=C(O)C1CCC1C(=O)N1CCN(c2ccc([N+](=O)[O-])cn2)CC1 (stereo not given)
→ -7, x

Order of values: Pf apPOL inh, mHTT CaM bind
- CC1(C)CC(=O)c2sc(NC(=O)c3ccccc3Cl)nc2C1
→ -3, 3
- COc1cccc(NC(=O)c2ccc(F)c(S(=O)(=O)N3CC(C)CC(C)C3)c2)c1 (stereo not given)
→ -3, 14
- CN(C)c1ncnc2c1NC1=C(S2)C(=O)CC(C)(C)C1
→ 4, 41
- CC(=O)N1CCc2ccc(NC(=O)C34CC5CC(CC(C5)C3)C4)cc2C1
→ 1, 3
- CC1=NN(c2ccccc2)C(=O)/C1=C/c1ccc(N(C)C)c(Br)c1
→ 3, 65*
- Cc1ccn2cc(C(=O)N3CCN(C4CCCCC4)CC3)nc2c1
→ -2, -6
- CCC(C)NC(=O)C1(O)c2cc(Br)ccc2NC(=O)N1c1ccccc1 (stereo not given)
→ -6, 7
- Fc1ccccc1Cn1nnc(-c2ccc3c(c2)OCO3)n1
→ 6, -45
- CC(=O)Nc1cccc(N2CC(C(=O)Nc3cccc(F)c3)CC2=O)c1 (stereo not given)
→ -1, 9
- COc1ccc(NC(=O)CC(C)C)cc1Cl
→ -9, -4
- COC(=O)C1CCN(C(=O)Cc2cc(=O)[nH]c(SCc3ccccc3)n2)CC1
→ -3, -6
- Cc1nn(C)c(NCCSCc2c(Cl)cccc2Cl)c1[N+](=O)[O-]
→ -9, x
- Cn1ccnc1N1CCN(CC(=O)Nc2ccccc2C(F)(F)F)CC1
→ -2, -2
- Cc1ccc(C)c(OCC(=O)Nc2nc3ccccc3s2)c1
→ 2, 7
- Nc1nc(NC(=O)CCC(=O)O)nn1-c1ccccc1
→ -1, 5

Order of values: Pf apPOL inh, mHTT CaM bind
- CCC(O)c1nc2ccccc2n1CC(=O)N(C(C)C)C(C)C (stereo not given)
→ -13, -2
- CCOc1ccc(NC(=O)CN(c2ccc(CC)cc2)S(C)(=O)=O)cc1
→ -1, -4
- O=C(O)c1ccc2nc3ccccc3nc2c1
→ 0, x
- O=C(Nc1c(Cl)cc([N+](=O)[O-])cc1Cl)c1cc(Cl)cc(Cl)c1O
→ -5, 13
- CCCc1nn2c(N)c(C=C3C=Nc4ccccc43)c(=O)nc2s1
→ -5, 20
- Cc1ccc(NC(=O)Cc2csc(NS(=O)(=O)c3ccc(Cl)cc3)n2)cc1F
→ 9, 6
- CC(C)C(=O)NC(c1ccco1)c1ccc2cccnc2c1O (stereo not given)
→ 1, 100*
- COc1ccc(C2=Nc3ccc(Br)cc3NC(c3ccncc3)=N2)cc1
→ -2, 7
- CC(=O)NCc1csc(C2CCN(S(=O)(=O)Cc3ccccc3F)CC2)n1
→ 3, -2
- CC(=O)C(=CN(C)C)c1nnnn1-c1ccc(Cl)cc1
→ -2, x
- COc1ccc(C2=N/C(=C/c3ccc(Cl)cc3Cl)C(=O)O2)cc1
→ 0, 7
- Cn1c(Sc2nc3ccc(Cl)cc3s2)nnc1-c1cccs1
→ -2&-4, x
- Cc1ccc(S(=O)(=O)N2CCC(c3ccncc3)CC2)cc1
→ 0, -6
- CN(Cc1ccccc1)C(=O)C1CCCN(c2cnn(C)c(=O)c2)C1 (stereo not given)
→ 0, 0
- Cc1nc(C(F)(F)F)nc(NNC(=O)Nc2ccccc2)c1C
→ 6, x

Reformatted: results already given
canonical_smiles | Pf apPOL inh | mHTT CaM bind
Cc1ccc(S(=O)(=O)N2CCC(c3ccncc3)CC2)cc1 | 0 | -6
CCOc1ccc(NC(=O)CN(c2ccc(CC)cc2)S(C)(=O)=O)cc1 | -1 | -4

Some of these compounds in order of number of heavy atoms, descending:
Order of values: Pf apPOL inh, mHTT CaM bind
- COc1ccc(C2=Nc3ccc(Br)cc3NC(c3ccncc3)=N2)cc1
→ -2, 7
- COc1ccc(C2=N/C(=C/c3ccc(Cl)cc3Cl)C(=O)O2)cc1
→ 0, 7
- O=C(O)c1ccc2nc3ccccc3nc2c1
→ 0, x

Additional compounds follow:
Order of values: Pf apPOL inh, mHTT CaM bind
- COc1ccccc1-c1ccc(C(=O)O)o1
→ 10&2, 1&-4
- COc1ccccc1CC(=O)N1CCn2cnnc2C1
→ -1, -14
- COCC1CCN(C(=O)CCC2CCN(c3cc(NC4CC4)ncn3)CC2)CC1
→ 2, 9
- Cc1c2nc3ccccc3c-2c2c(n1O)CC(C)(C)CC2=NO
→ -18, -2
- N#CCSC1=Nc2ccccc2C2=NC(CC(=O)NCc3ccco3)C(=O)N12 (stereo not given)
→ -1, 2
- CCN1c2ccc(F)cc2C(=O)NC12CCN(C(=O)Cc1cccc(F)c1)CC2
→ -1, 41
- CC(=O)Nc1nnc(SCC(=O)Nc2ccc(C(C)C)cc2)s1
→ -6, -2
- CCCCC(=O)N1CCc2[nH]nc(C(=O)NC3CC3)c2C1
→ -3, -1
- Cc1nc(-c2ccc(-c3noc(C4CCC4)n3)cc2)cs1
→ -3, -18
- COc1ccc(C=C2N=C(C)OC2=O)cc1
→ -2, x
- O=Cc1cn(CCOc2ccc3c(c2)OCO3)c2ccccc12
→ -9, 24
- Cc1cc(C)cc(NCc2cc3c(cc2[N+](=O)[O-])OCO3)c1
→ -6, 68*
- CC(Cc1c[nH]c2ccccc12)NC(N)=O (stereo not given)
→ 0, 5
- O=C(c1ccc(Cl)cc1)N1CCC(Cc2nnc(-c3ccccc3)o2)CC1
→ 2, 11
- Cc1ccc(C2CC(C(F)(F)F)n3ncc(C(=O)Nc4cccc(C)c4)c3N2)cc1 (stereo not given)
→ -8, 4

Order of values: Pf apPOL inh, mHTT CaM bind
- COC(=O)c1cc(=O)c2cc(NC(=O)c3ccc(OC(F)(F)F)cc3)ccc2[nH]1
→ 4, x
- CCOCCCn1c(SCc2c(F)cccc2Cl)nc2ccccc2c1=O
→ -15, -31
- O=C1CN=C2c3ccccc3N=C(SCc3cccc([N+](=O)[O-])c3)N12
→ -1, 6
- O=C(NCCn1nc(-n2cccn2)ccc1=O)c1ccccn1
→ 0, -19
- Cc1ccc(S(=O)(=O)c2ccc(Cl)cc2)cc1S(=O)(=O)Nc1ccc(C(=O)O)cc1
→ 3, -2
- O=C(Nc1nnc(C2CC(=O)N(c3ccccc3)C2)o1)c1ccc(C(F)(F)F)cc1 (stereo not given)
→ -1, 8
- CC(C)c1cc(C2CCCN2C(=O)Cc2ccc(Cl)cc2)on1 (stereo not given)
→ -3, -1
- CCc1nc(-n2cccc2)sc1C(=O)Nc1ccccc1F
→ -3, -9
- O=C1N/C(=C\c2ccccc2F)C(=O)N1Cc1ccc(Cl)cc1
→ 2, -9
- COc1ccc(OC)c(S(=O)(=O)N2CCC3(CC2)CC(=O)c2ccccc2O3)c1
→ -1, -9
- Cc1oc2cc(OCc3ccccc3)ccc2c(=O)c1Oc1ccccc1
→ 3, -4
- Cc1c(C2=N/C(=C/c3ccc(F)cc3)C(=O)O2)cccc1[N+](=O)[O-]
→ 2, 3
- COc1ccc2cnoc(=O)c2c1OC
→ -18, x
- CCOc1ccc(N(C(C)C(=O)Nc2ccccc2C(F)(F)F)S(C)(=O)=O)cc1 (stereo not given)
→ -6, 11
- CC(NC(=O)CN(c1ccc(F)cc1)S(=O)(=O)c1ccccc1)c1ccccc1 (stereo not given)
→ -6, -6

Order of values: Pf apPOL inh, mHTT CaM bind
- Cc1nn(-c2ccccc2)c(-n2cccc2)c1C(N)=O
→ 4, 2
- O=C(NC1CC1)C1CCCN(c2nnc3ccccn23)C1 (stereo not given)
→ -2, -6
- CCCn1cc(C2=CCN(S(=O)(=O)c3cccc(Cl)c3)CC2)c2cccnc21
→ -6, 12
- C(=Nc1ccc2c(c1)OCO2)c1cccs1
→ -4, x
- CCCCn1cnc2c(-c3ccc(F)cc3)csc2c1=O
→ -2, -57
- O=C(c1cccc(F)c1)N1CCN(c2ccc([N+](=O)[O-])c3cccnc23)CC1
→ -2, 38
- Cc1ccnc(-n2c(=S)[nH]c3sc(C)c(C)c3c2=O)c1
→ -13, x
- COc1ccc(C(=O)Nc2ccc(F)cc2)cc1I
→ -1, -22
- CC1CC(=O)C2=C(C1)Nc1ncnn1C2c1ccccc1 (stereo not given)
→ -4, -5
- c1cc2c(cc1C1=Nn3cnnc3SC1)OCCO2
→ -6, 1&-2
- Cc1ccc(S(=O)(=O)N(C)CCCC(=O)Nc2ccncc2)cc1
→ -5, -4
- CCOC(=O)c1c(-c2ccc(OC)cc2)oc2ccc(OC(C)C(=O)OC)cc12 (stereo not given)
→ 0, -89
- O=C(NCc1ccc2[nH]c3c(c2c1)CCCC3)C12CC3CC(CC(C3)C1)C2
→ -6, 98*
- CCOC(=O)c1ccc(NC(=O)C2CCCN(c3ccc(-n4cccn4)nn3)C2)cc1 (stereo not given)
→ -2, 8
- O=[N+]([O-])c1ccc(Cl)c(C[n+]2ccc3ccccc3c2)c1
→ -2, -6

Order of values: Pf apPOL inh, mHTT CaM bind
- COCC1CCCN(CC(=O)NCc2ccc(F)cc2)C1 (stereo not given)
→ -4, -15
- CC(=O)Nc1ccc(NC(=O)c2ccc(C(=O)N(C(C)C)C(C)C)cc2)cc1
→ 14, 1
- CS(=O)(=O)Nc1ccc(C2(C(=O)NCc3ccco3)CCC2)cc1
→ 11, -2
- Cc1onc(-c2c(F)cccc2Cl)c1C(=O)Nc1nnc(C2CCCCC2)s1
→ -1, 17
- COc1cc(C=CC(=O)N2CCC(CSCc3ccco3)CC2)cc(OC)c1OC
→ -8, 33
- CS(=O)(=O)NCC1CCC(C(=O)N2CCN(C(=O)c3ccco3)CC2)CC1 (stereo not given)
→ -3, -15
- OCCn1c(-c2ccc(I)cc2)csc1=Nc1ccccc1
→ -2, 66*
- Cc1ccc(OCC(=O)N2CCN(c3ccc(Cl)cc3[N+](=O)[O-])CC2)cc1
→ -9, 39
- O=C1C2C3c4ccccc4C(c4ccccc43)C2C(=O)N1Cc1ccco1 (stereo not given)
→ -1, -1
- Cc1ccccc1C(=O)N1CCC(CCOc2ccncc2)CC1
→ -3, 0
- FC(F)(F)c1cnc(CSc2nnc(SCC3CC3)s2)c(Cl)c1
→ 2&2, x
- O=C(NCc1ccncc1)C(=O)NCc1ccco1
→ 0, -4
- Cc1ccc(-c2cc(CN(C)C(=O)c3cccs3)no2)c(C)c1
→ -2, -28
- O=C(C=C(O)c1ccccc1)C(=O)C=C(O)c1ccccc1
→ -1, 29
- O=C(CSc1nc2ccccc2o1)Nc1ccc(Cl)cc1
→ -20, -17

Order of values: Pf apPOL inh, mHTT CaM bind
- COc1ccc(CC2(C)OC(c3ccc(C)c([N+](=O)[O-])c3)=NN2C(C)=O)cc1 (stereo not given)
→ 3, 31
- CC(C)CNC(=O)C1CCCN(c2nc3ccsc3c(=O)n2Cc2ccccc2)C1 (stereo not given)
→ -5, 13
- Cc1cccc(C)c1N=Cc1c(O)[nH]c(=O)[nH]c1=O
→ -12, x
- COc1ccc(/C=C/C(=O)Nc2nc3nccc(-c4ccccc4)n3n2)cc1
→ 0, 0
- COc1ccc(CNC(=O)CN2C(=O)CCCc3ccccc32)cc1
→ -2, 0

Compound activity: PubChem, University of Kansas High Throughput Screening Laboratory
